Compound activity deposited in PubChem by several laboratories.
p97 ATPase inh: inhibitors of human p97 ATPase, primary screen, biochemical | Transitional endoplasmic reticulum ATPase (Homo sapiens), P55072 | recombinant p97 ATPase, Kinase-Glo ATP luminescence, 3 h | inhibition, % at 8 µM | actives 0.42% (n = 220,000) | AID 1481, 2009; in the data active = inhibition above about 15%;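 note: 0% = DMSO vehicle and 100% = wells lacking enzyme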
Target sequence (P55072 whole entry, looked up): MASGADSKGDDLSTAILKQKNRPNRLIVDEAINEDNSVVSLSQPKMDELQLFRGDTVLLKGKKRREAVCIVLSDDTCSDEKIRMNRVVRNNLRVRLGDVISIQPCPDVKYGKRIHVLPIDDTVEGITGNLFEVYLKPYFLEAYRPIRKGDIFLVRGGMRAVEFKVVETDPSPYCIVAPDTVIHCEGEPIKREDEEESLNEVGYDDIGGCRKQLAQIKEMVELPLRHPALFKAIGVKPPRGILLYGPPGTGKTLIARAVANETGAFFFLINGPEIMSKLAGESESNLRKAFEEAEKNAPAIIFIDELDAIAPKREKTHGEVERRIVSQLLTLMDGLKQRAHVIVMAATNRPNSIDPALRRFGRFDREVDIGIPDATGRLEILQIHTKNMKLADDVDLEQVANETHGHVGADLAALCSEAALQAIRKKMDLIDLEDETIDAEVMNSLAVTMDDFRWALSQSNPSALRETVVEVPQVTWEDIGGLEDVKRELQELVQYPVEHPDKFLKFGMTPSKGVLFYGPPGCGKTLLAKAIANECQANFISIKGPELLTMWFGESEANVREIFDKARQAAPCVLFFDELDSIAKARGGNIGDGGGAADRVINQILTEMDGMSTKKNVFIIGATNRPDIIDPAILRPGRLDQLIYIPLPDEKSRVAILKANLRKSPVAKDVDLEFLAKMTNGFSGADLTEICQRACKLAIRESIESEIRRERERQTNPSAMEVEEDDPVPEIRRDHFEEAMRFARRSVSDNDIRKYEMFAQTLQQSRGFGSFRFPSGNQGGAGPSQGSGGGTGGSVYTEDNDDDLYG
FXIa inh: human FXIa protease inhibitors, primary screen, biochemical, 1536-well; Coagulation factor XI (Homo sapiens), P03951; actives 0.14% (n = 220,000); AID 798, 2007; inhibition, % at 5 µM; purified FXIa, Boc-Glu-Ala-Arg-AMC fluorogenic substrate;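 active = inhibition of at least 40%; inactive = inhibition below 40%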;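 note: fluorescence of freed AMC excited at 355 nm; 0% = enzyme without compound and 100% = no enzyme blank; many of its hits are not listed in these tables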
14-3-3 Bad PPI: inhibitors of 14-3-3 zeta/Bad binding, primary screen, biochemical, TR-FRET, bovine 14-3-3 zeta; 14-3-3 protein zeta/delta (Bos taurus), P63103; TR-FRET 14-3-3zeta/Dy647-pBad peptide displacement, 1 h; inhibition, % at 21.7 µM; actives 0.71% (n = 220,000); AID 781, 2007;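 active = inhibition above about 70%, limit read from the data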;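 note: 0% = full 14-3-3 plus peptide FRET controls and 100% = background without 14-3-3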
MDM2 E3 inh: MDM2-luciferase reporter signal enhancers, primary screen, MDM2 E3 ligase inhibitor project, cell-based, luminescence, 1536-well. E3 ubiquitin-protein ligase Mdm2 (Homo sapiens), Q00987. signal enhancement, % at 5 µM. actives 0.11% (n = 210,000). cell-based MDM2 ubiquitination luciferase reporter, 2 h; 0 = plate control, 100 = twice control, blank-subtracted;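 active = signal enhancement of 30% or more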;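 note: luminescence tracks abundance of the self-degrading MDM2-luciferase fusion protein; higher signal means inhibition of MDM2 E3 ligase activity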
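Test system: stable mammalian line carrying autodegrading MDM2–luciferase fusion reporter; quantity: 2000 cells in each well; times: 4 h cell settling then 2 h compound exposure, 37 °C; detection: luminescence with SteadyLite reagent, 15 min at room temperature; evaluation: percent signal gain over controls, blank-subtracted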
Rad51 HR inh: human RAD51 strand exchange inhibitors, primary screen, biochemical, fluorescence; DNA repair protein RAD51 homolog 1 (Homo sapiens), Q06609; hRad51 DNA strand exchange, fluorescence dequenching; inhibition, % at 10 µM; actives 0.085% (n = 200,000); AID 1385, 2008;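 active = inhibition above 40% at the single screening dose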;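 note: 0% = DMSO control wells and 100% = blanks with heterologous ssDNA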
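System: human Rad51 nucleoprotein filaments preassembled on unlabelled ssDNA. Reagent: labelled 47-mer dsDNA for strand exchange. Schedule: 30-min compound preincubation and 15-min exchange, both room temperature. Measured by: FRET fluorescence dequenching, excitation 485 nm, emission 520 nm. Read-out: Fluorescence-based percent inhibition, control- and blank-normalised. Benchmarks: plate controls and plate blanks.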
KLK5 inh: human KLK5 protease inhibitors, primary screen, biochemical, 1536-well. recombinant hK5, fluorogenic AMC substrate cleavage. actives 0.59% (n = 210,000). inhibition, % at 5 µM. Kallikrein-5 (Homo sapiens), Q9Y337;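 active = inhibition of 40% or more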;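 note: 0% = enzyme controls without compound and 100% = no-enzyme blanks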
Target sequence (Q9Y337 67-293 limits assumed): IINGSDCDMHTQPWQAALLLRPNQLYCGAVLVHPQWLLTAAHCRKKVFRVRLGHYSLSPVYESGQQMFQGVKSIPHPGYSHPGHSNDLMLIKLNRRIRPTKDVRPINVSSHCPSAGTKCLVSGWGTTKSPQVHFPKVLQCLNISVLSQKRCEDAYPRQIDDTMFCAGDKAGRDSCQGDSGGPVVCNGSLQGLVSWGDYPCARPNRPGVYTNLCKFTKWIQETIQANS
FXIIa inh 1536: human FXIIa protease inhibitors, primary screen, biochemical, 1536-well; Coagulation factor XII (Homo sapiens), P00748; purified FXIIa, Boc-QGR-AMC fluorogenic substrate, 2 h; inhibition, % at 5 µM; actives 0.3% (n = 220,000); AID 800, 2007; in the data active = inhibition above about 40%;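 note: 0% = enzyme with no compound and 100% = blank without enzyme; many of its hits are not listed in these tables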
Wee1 degr inh: Wee1 degradation inhibitors, primary screen, cell-based, HeLa, Wee1K328M-luciferase, luminescence. Wee1-like protein kinase (Homo sapiens), P30291. HeLa Luc-Wee1K328M stability; 100% = proteasome inhibitor MG132 effect. actives 1.2% (n = 220,000). AID 1321, 2008. reporter increase, % at 5 µM;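 active = activation above the mean of all tested compounds plus 3 SD, set per screening run, cut at about 8.8% in these data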;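 note: cells exposed to compound for 20 h before luminescence read; 0% = DMSO alone and 100% = MG132 at 30 µM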
eIF4E 4G PPI: eIF4E–eIF4G protein interaction inhibitors, primary screen, biochemical, uHTS, TR-FRET, eIF4GI fragment; Eukaryotic translation initiation factor 4E (Mus musculus) + Eukaryotic translation …; TR-FRET eIF4E-eIF4GI(517-606) binding, 2 h; inhibition, % at 21.7 µM; actives 0.37% (n = 220,000); AID 782, 2007;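 active = inhibition above about 30%, limit read from the data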;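 note: 0% = full FRET control wells and 100% = background wells lacking eIF4GI fragment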
An asterisk follows results filed as active; x = no result given; [ ] = remark or other dose.

SMILES | p97 ATPase inh | FXIa inh | 14-3-3 Bad PPI | MDM2 E3 inh | Rad51 HR inh | KLK5 inh | FXIIa inh 1536 | Wee1 degr inh | eIF4E 4G PPI
Nc1nc(SCC(=O)Nc2cccc(S(=O)(=O)N3CCCCCC3)c2)n[nH]1 | 1 | -3 | -2 | -7 | x | 14 | 7 | -1 | 3
O=C(COC(=O)c1cncc(Br)c1)NCc1ccccc1 | 6 | -3 | -9 | -7 | x | -3 | 4 | 0 | 1
COc1ccc(C2C(C(=O)c3cccs3)=C(O)C(=O)N2c2nnc(C)s2)cc1OC (configuration not stated) | -5 | 7 | 66 | -16 | -303 | -5 | 29 | 1 | -2
COc1cc(NC(=O)Nc2ccc3c(c2)OCO3)cc(OC)c1OC | 4 | -2 | -18 | 2 | -31 | 2 | 9 | -1 | 4
Cc1cc(C)cc(SCc2noc(C(=O)NCC3CCCO3)c2C(=O)O)c1 (configuration not stated) | 2 | 4 | 8 | -10 | -6 | -21 | 11 | -2 | -3[fluorescence artefact?]
COc1ccccc1C(=O)NCCc1nc2ccccc2[nH]1 | 2 | 2 | -2 | -16 | 1 | -18 | 5 | 2 | -12
Cc1ccsc1C(=O)N1CCCC(C(=O)c2cc(F)ccc2F)C1 (configuration not stated) | 2 | -2 | -4 | 10 | x | x | 5 | -1 | 1
Cc1cc(C)nc(NC(C)(C)C(=O)O)n1 | 5 | 0 | -9 | -3 | -7 | 4 | 7 | -1 | 2
CC(/C=N/n1c(-c2ccco2)n[nH]c1=S)=C\c1ccco1 | -4 | -8 | -5 | -15 | 1 | 3 | -2 | -3 | 4[fluorescence artefact?]
Cc1cccc(C(c2c(C)nn(-c3ccccc3)c2N)c2c(C)nn(-c3ccccc3)c2N)c1 | 1 | 5 | 10 | -22 | 5 | -3 | 10 | -1 | -3
Cc1nnc(SCC(=O)N2CCOCC2)c2ccccc12 | 1 | 19 | 2 | -22 | 2 | -17 | 33 | -1 | -1
O=C(CC(C(=O)O)c1ccccc1)Nc1cccc2ccccc12 (configuration not stated) | -1 | -1 | 3 | 4 | 13 | -7 | -2 | 1 | 8
CC(=O)CSc1ccc(-c2nc3cc(C)c(C)cc3[nH]2)cn1 | 2 | -3 | 30 | -89 | -9 | -10 | 4 | -3 | -4
O=C1CCCC2=C1C(c1cccs1)n1nc(SCc3ccccc3)nc1N2 (configuration not stated) | 4 | 6 | 0 | 5 | 2 | 0 | 3 | 0 | -2
Cc1nnc2sc(SCC(=O)Nc3nccs3)nn2c1=O | -1 | 19 | 17 | -77 | -5 | 2 | 25 | 1 | 3[fluorescence artefact?]
Cc1cc(OCCCN2CCN(Cc3ccccc3)CC2)ccc1[N+](=O)[O-] | -11 | -7 | 69 | 0 | -16 | 1 | 4 | 0 | 6
C/C(CC(=O)Nc1cc(Cl)ccc1Cl)=N\NC(=O)c1ccccc1Br | 3 | 4 | -12 | -11 | x | 4 | 15 | 6 | 0
O=C(Nc1ccc(-c2noc(COc3ccccc3Cl)n2)cc1)c1ccco1 | -4 | 2 | 12 | x | 2 | 6 | 6 | 4 | -1[fluorescence artefact?]
O=C(CSc1ccc2c(c1)OCCO2)Nc1cccc(S(=O)(=O)N2CCCCC2)c1 | -2 | -7 | 6[fluorescence artefact?] | -14 | -6 | 0 | 5 | 1 | 3
COc1cc(C2CC(=O)Nc3ccccc3S2)cc(OC)c1OC (configuration not stated) | 7 | 6 | -7 | -8 | -2 | -9 | 9 | 0 | -1
Fc1ccc(COc2ccccc2-c2ccnc3ncnn23)cc1 | 3 | 4 | -15 | -8 | 12 | -6 | 4 | -3 | 1
O=C(CC(c1ccccc1)c1ccccc1)NCCO | -6 | 2 | -8 | 3 | -2 | 0 | 2 | 1 | -5[fluorescence artefact?]
Cc1ccccc1-n1nnnc1SCC(C)C | 1 | -3 | -1 | -5 | -10 | -2 | 2 | -2 | -2
CCCn1c(=O)c(C(=O)Nc2ccccc2C(=O)OCC)c(O)c2ccccc21 | 3 | -14 | 3 | -18 | -6 | -17 | 8 | 6 | 4
O=C(Nc1nccs1)c1cc(-c2ccccc2)nc2ccccc12 | -3 | 0 | 26[fluorescence artefact?] | -25 | 2 | -4 | 0 | 1 | 4
O=C(Nc1ccccc1N1CCOCC1)c1cc2c(s1)CCCCC2 | 1 | -4 | -5 | -17 | 6 | -3 | 0 | 3 | 1
O=C(/C=C/c1ccc(F)cc1)NC(Cc1c[nH]c2ccccc12)C(=O)O (configuration not stated) | -1 | -5 | -7 | -9 | x | x | 1 | 2 | 5
CCc1ccccc1-n1c(-c2ccncc2)n[nH]c1=S | 4 | -4 | 8 | 5 | 3 | -26 | 2 | -3 | -2
c1nnc(NC2=NCCC2)s1 | 5 | -2 | 5 | -19 | 0 | -5 | 24 | -2 | 2
O=C(NCCN1CCCCC1)c1ccc(=O)oc1 | 4 | -4 | 8 | -18 | -5 | 6 | 3 | 1 | 10
Cc1ccc(/C=C/C(O)=C2/C(=O)N(C)C3(C)CC2c2ccccc2O3)cc1 (configuration not stated) | 0 | 5 | -11 | 15 | 3 | 35 | -14 | -2 | 97*
CCOc1ccc(Cn2c3ccc(OC)cc3c3nc4ccccc4nc32)cc1 | 6 | 1 | 61 | -3 | -62 | -16 | 4 | 1 | 12
O=C(N1CCOCC1)C12CCC3CC(CC(C3)C1)C2 | 4 | -6 | -6 | -7 | -17 | 14 | -10 | 4 | 1
COc1cc(NS(=O)(=O)c2ccc(NC(=O)C3CCCO3)cc2)nc(OC)n1 (configuration not stated) | 9 | 1 | -2 | -10 | 3 | -21 | 11 | 2 | 8
CCNC(=O)NC(=O)C(C)SCc1ccccc1C (configuration not stated) | 0 | -3 | -11[fluorescence artefact?] | -30 | -5 | -21 | 9 | -2 | -3
COc1cccc(N=c2oc3cc(O)ccc3cc2C(=O)NCC2CCCO2)c1 (configuration not stated) | 3 | -3 | -11 | -4 | -3 | 1 | 6 | -1 | 5
CCCN(CCO)Cc1cccc(Cl)c1 | 0 | 2 | 38 | -14 | 7 | -18 | 9 | -1 | -4
O=c1c2cc(Br)ccc2nc2n1CCCCC2 | 5 | 1 | -7 | 17 | 2 | 1 | 17 | -1 | -3
CCOCC(=O)Nc1ccc2c(c1)OCCO2 | -7 | 4 | 0 | -6 | -2 | -20 | 5 | 3 | 3
O=C(NCCC1=CCCCC1)c1ccc(F)cc1 | -2 | -4 | -8[fluorescence artefact?] | -41 | 9 | -15 | 3 | 0 | 20

Some entries already given with just p97 ATPase inh, FXIa inh and 14-3-3 Bad PPI:
SMILES	p97 ATPase inh	FXIa inh	14-3-3 Bad PPI
Fc1ccc(COc2ccccc2-c2ccnc3ncnn23)cc1	3	4	-15
O=C(CC(c1ccccc1)c1ccccc1)NCCO	-6	2	-8

Following part:
SMILES | p97 ATPase inh | FXIa inh | 14-3-3 Bad PPI | MDM2 E3 inh | Rad51 HR inh | KLK5 inh | FXIIa inh 1536 | Wee1 degr inh | eIF4E 4G PPI
COc1ccc(C(=O)CSC#N)cc1OC | 3 | 0 | -3 | -18 | -29 | -3 | 5 | -1 | -1
CC(C)(/C=N/NC(=O)CSCc1ccccc1Cl)CCC#N | 3 | -3 | -4 | 1 | x | -8 | 10 | 2 | -7
Cn1nnnc1SCCOc1ccc(C#N)cc1 | 1 | -11 | 1 | -21 | 4 | -6 | -10 | 1 | 6
COc1cc(NC(=O)c2cc(C)nc3ccccc23)cc(OC)c1 | 0 | -2 | -9 | -8 | -15 | 0 | 11 | -1 | -1
C/C(=N\NC(=O)c1ccccc1)c1ccc2c(c1)OCO2 | 2 | -2 | 5 | -20 | -3 | -11 | 12 | 0 | -3
Cc1ccc(C(=O)N2CCC(Cc3ccccc3)CC2)cc1[N+](=O)[O-] | 0 | -1 | -4 | -6 | 7 | -11 | 2 | -2 | -1
CN(C(=O)CS(=O)(=O)Cc1ccccc1Cl)c1ccccc1 | 0 | 0 | -7 | -11 | 23 | -3 | 8 | -3 | 0
O=C(NCc1ccco1)Oc1ccccc1 | 4 | -1 | -10 | 1 | -4 | 5 | 11 | -2 | 1[fluorescence artefact?]
COc1cccc(/C=N/Nc2nc(-c3cccnc3)nc3ccccc23)c1 | -12 | 5 | 1 | -15 | x | 4 | 11 | -2 | 0
CCn1c(C)[n+](CCOC(C)=O)c2cc(Cl)c(Cl)cc21 | 4 | -2 | 7 | -4 | 3 | 3 | 8 | -3 | 3

Structural class, the entries above containing an aryl methoxy group (ten)
SMILES | p97 ATPase inh | FXIa inh | 14-3-3 Bad PPI | MDM2 E3 inh | Rad51 HR inh | KLK5 inh | FXIIa inh 1536 | Wee1 degr inh | eIF4E 4G PPI
COc1ccc(C2C(C(=O)c3cccs3)=C(O)C(=O)N2c2nnc(C)s2)cc1OC (configuration not stated) | -5 | 7 | 66 | -16 | -303 | -5 | 29 | 1 | -2
COc1cc(NC(=O)Nc2ccc3c(c2)OCO3)cc(OC)c1OC | 4 | -2 | -18 | 2 | -31 | 2 | 9 | -1 | 4
COc1ccccc1C(=O)NCCc1nc2ccccc2[nH]1 | 2 | 2 | -2 | -16 | 1 | -18 | 5 | 2 | -12
COc1cc(C2CC(=O)Nc3ccccc3S2)cc(OC)c1OC (configuration not stated) | 7 | 6 | -7 | -8 | -2 | -9 | 9 | 0 | -1
CCOc1ccc(Cn2c3ccc(OC)cc3c3nc4ccccc4nc32)cc1 | 6 | 1 | 61 | -3 | -62 | -16 | 4 | 1 | 12
COc1cc(NS(=O)(=O)c2ccc(NC(=O)C3CCCO3)cc2)nc(OC)n1 (configuration not stated) | 9 | 1 | -2 | -10 | 3 | -21 | 11 | 2 | 8
COc1cccc(N=c2oc3cc(O)ccc3cc2C(=O)NCC2CCCO2)c1 (configuration not stated) | 3 | -3 | -11 | -4 | -3 | 1 | 6 | -1 | 5
COc1ccc(C(=O)CSC#N)cc1OC | 3 | 0 | -3 | -18 | -29 | -3 | 5 | -1 | -1
COc1cc(NC(=O)c2cc(C)nc3ccccc23)cc(OC)c1 | 0 | -2 | -9 | -8 | -15 | 0 | 11 | -1 | -1
COc1cccc(/C=N/Nc2nc(-c3cccnc3)nc3ccccc23)c1 | -12 | 5 | 1 | -15 | x | 4 | 11 | -2 | 0

The order is random. Share with any hit: about 3.5%.
